Screening data (PubChem)
SENP1 FRET inh – human SENP1 catalytic domain inhibitors, primary screen, biochemical, FRET, uHTS | Sentrin-specific protease 1 (Homo sapiens), Q9P0U3 | recombinant SENP1 catalytic domain, CyPet-SUMO1-YPet FRET cleavage | inhibition, % at 10 µM | actives 0.21% (n = 360,000);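 active = inhibition at least 30% at 10 µM, raw YFP signal under a set limit, fluorescence ratio 0.5 to 1.5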;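 note: 0% = enzyme with DMSO and 100% = no enzyme wells; some results filed as inactive read as strong as hits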
Target sequence (Q9P0U3 419-644 limits assumed): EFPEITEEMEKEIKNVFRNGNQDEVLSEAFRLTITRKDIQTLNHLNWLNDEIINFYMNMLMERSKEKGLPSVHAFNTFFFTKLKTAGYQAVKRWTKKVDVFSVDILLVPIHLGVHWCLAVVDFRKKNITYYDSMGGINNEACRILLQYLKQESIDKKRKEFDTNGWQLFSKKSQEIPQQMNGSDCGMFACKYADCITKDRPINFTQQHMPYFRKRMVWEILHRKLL
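Compound: 10 µM single point, 0.5% DMSO; Test system: hSENP1 catalytic domain, recombinant; Timing: 50 min reaction at room temperature; Technique: FRET, CFP and YFP emission; Control set: no-enzyme wells low, DMSO-plus-enzyme wells high control.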
An asterisk follows results filed as active. The list is partial; rates above refer to the full screens.

SMILES | SENP1 FRET inh
Cc1ccc(S(=O)(=O)NC(=O)C2(C)CCN2C(=O)CCc2ccc(Cl)cc2Cl)cc1 (stereo not given) | 1.7
COC(=O)[C@]12CCCCC=C1N(Cc1ccco1)C(=O)[C@H](CC(=O)NCc1ccc(OC)c(OC)c1)C2 | -2.2
O=C1C(=Cc2cccc(Cl)c2)Cc2ccccc21 | -1.0
COCCNc1nc(NCc2ccc(NC(C)=O)cc2)c2sccc2n1 | -1.0
CC(=O)Nc1ccc(OCc2cn(CC(=O)c3ccc(O)cc3)nn2)cc1 | 1.2
COc1cccc2c1C(=O)c1c(O)c3c(c(O)c1C2=O)CC(O)(C(C)=NNC(=O)c1ccc(Cl)c(Cl)c1)CC3OC1CC(N)C(O)C(C)O1 (stereo not given) | 102.3
COc1ccc(Cc2c(-c3ccc(OC)c(OC)c3)nc3c(C)cc(Br)cn23)c(C)c1 | -18.6
CCc1nc2c(OCc3ccc(Cl)cc3)cccn2c1N(C)C(=O)c1ccco1 | 1.2
CC1(C(=O)NC2CCCC2)CCC(=O)N1CCCn1ccnc1 (stereo not given) | 3.0
Cc1ccccc1OCc1nnc(SC(C)C(=O)O)n1-c1ccccc1 (stereo not given) | 2.3
CC(=NOC(=O)C1CCCCC1)c1nccs1 | 8.0
CN(CCC#N)c1ccc(C=C(C#N)c2cccc(C(F)(F)F)c2)cc1 | -87.6
COc1cccc(C(=O)NCCCc2ccccc2)c1OC | -0.4
COc1ccc(NC(=O)CN(C)CC(=O)Nc2cccc(F)c2)cc1S(=O)(=O)N1CCCCC1 | -0.9
CSc1ccc(CN2CCC2(C)C(=O)NC2CCN(Cc3ccccc3)CC2)cc1 (stereo not given) | -2.7
CC1(C(=O)NS(=O)(=O)C2CC2)CCN(C(=O)CSc2ccccc2)C1 (stereo not given) | -0.7
CC1(C)CCC(=O)c2ccccc21 | -3.3
c1ccc(C(Nc2cccnc2)c2ccccc2)cc1 | -0.9
CC1=C(C(=O)N(C)C)CC(CC(=O)NCC2CCCCC2)C(=O)N1CCCN1CCCC1=O (stereo not given) | 0.6
O=C(NCc1cccs1)c1ccc2sc(C3=C[C@@H](O)[C@@H](O)[C@@H](CO)O3)nc2c1 | 3.1
COc1ccc(C2CCc3cc4c(cc3C2=NO)OCO4)cc1OC (stereo not given) | 0.6
CCc1nc2c(OCC(=O)c3ccc(F)cc3)cccn2c1N(C)C(=O)c1cccs1 | -1.4
CC(=O)C1CCC2C3CC=C4CC(SC(=N)N)CCC4(C)C3CCC12C (stereo not given) | -0.4
COc1ccc(/C=C/C(=O)c2c(O)cc(OC)cc2OC)cc1 | 4.3
Cc1cc(-c2nc3cc(F)ccc3s2)ccc1N | -46.3
COC(=O)[C@@]12C[C@@H](CC(=O)N3CCOCC3)C(=O)N(Cc3cccc4ccccc34)C1=CCC(C)(C)C2 | -10.2
CCCCN(C(=O)CSCc1ccc(C)cc1)c1c(N)n(Cc2ccccc2)c(=O)[nH]c1=O | -37.4
CC(=O)c1ccc(S(=O)(=O)N2CCN(C(=O)c3cccc(S(=O)(=O)N4CC(C)OC(C)C4)c3)CC2)cc1 (stereo not given) | -1.0
COc1ccc(Cl)cc1-c1cc(C(=O)NCc2ccc(F)cc2)[nH]n1 | -0.7
FC(F)(F)c1ccccc1Cc1c(-c2cccc(Cl)c2)nc2c3ccccc3ccn12 | -79.5
COC(=O)[C@@]1(C(C)C)N=C(c2cc(OC)c(OC)c(OC)c2)[C@]2(O1)C(=O)Nc1ccc(F)cc12 | -5.8
O=C(O)C(CCc1ccccn1)c1ccccc1 (stereo not given) | 2.1
C[C@@H]1CN([C@H](C)CO)C(=O)CCCn2nncc2CO[C@H]1CN(C)Cc1cccc(C(F)(F)F)c1 | -1.6
COc1ccc(-c2ccc(C(=O)N3CCOCC3)c3occc23)c(C)c1 | -0.8
Cc1cccc(C)c1NC(=O)C(CCc1ccccc1)N1CCN(C)CC1 (stereo not given) | 0.2
S=C(S)OC1CC2CC1C1CCCC21 (stereo not given) | 0.3
CCN(c1ccc(NC(=O)COC(=O)C2CCN(c3ccc(C(F)(F)F)cn3)CC2)cc1)C(C)C | 1.2
Cc1ccc(N2CC(C(=O)Nc3cccc(S(=O)(=O)N4CCOCC4)c3)CC2=O)cc1 (stereo not given) | 2.9
CCOc1ccc(OCCC(=O)N(CC(C)C)c2c(N)n(Cc3ccccc3)c(=O)[nH]c2=O)cc1 | -5.0
O=C1C(=Cc2cccc(F)c2)Cc2ccccc21 | -2.1
CSc1ncnc2c1ncn2CCCN1CCN(c2ccccn2)CC1 | 0.7
O=C(NN=Cc1ccc(Cl)cc1Cl)c1ccccc1 | 0.3
CCNC(=O)C1(C)CCN1C(=O)Cc1ccc(C(C)C)cc1 (stereo not given) | 0.9
CC(C)(C)c1ccc(C(=O)Nc2cccc3c(=O)[nH][nH]c(=O)c23)cc1 | -32.3
Brc1cc2c(cc1C1OCCO1)OCO2 | -1.0
COc1cc(NC(=O)C2CCN(S(=O)(=O)c3cccs3)CC2)c(C(=O)O)cc1OC | -1.1
Cn1c(=O)c2[nH]c(CCc3ccncc3)nc2n(C)c1=O | -148.4
COc1ccc(-c2cnc3c(NC=O)cc(-c4ccccc4)cn23)cc1OC | -3.5
Cc1cccc(N2C(=O)C(Oc3ccc(Cl)cc3Cl)C2C=O)c1C (stereo not given) | -0.3
CCCCc1c(-c2ccccc2OC)ncn1CCc1ccccc1Cl | 0.8
COc1ccc([C@H]2CC(=O)C[C@@H](CCn3cc(CC4CCCC4)nn3)O2)cc1 | 1.4
COCCNC(=O)c1cc2c(c(-c3cccc(-c4cc5ccccc5o4)c3)n1)[C@@H](CCO)N(S(=O)C(C)(C)C)C2 (stereo not given in full) | -14.2
Cc1cccc(NC(=O)CN2CCN(C(=O)c3cc(C4CC4)nn3-c3ccccc3)CC2)c1C | 1.7
CN(Cc1ccc2c(c1)CCCN2C)C(=O)[C@H]1O[C@@H](n2cnc3c(N)ncnc32)[C@H](O)[C@@H]1O | -3.3
NNC(=O)Cc1cc(=O)[nH][nH]1 | 4.1
O=C(c1[nH]c(C(F)(F)F)nc1-c1ccccc1)N1CCN(c2ncccn2)CC1 | -1.0
COc1cc(-c2cnc3c(NC=O)cc(-c4ccc(C)cc4)cn23)cc(OC)c1OC | -6.8
CC1(c2nc3ccccc3[nH]2)CCCC2=Nc3ccccc3CN21 (stereo not given) | -1.6
CC1(C(=O)NS(=O)(=O)c2ccc(C#N)cc2)CCN1C(=O)Cc1ccsc1 (stereo not given) | 0.8
CCc1nc2ccc(C(=O)NCc3ccc4c(c3)OCO4)cn2c1N(C)Cc1cccs1 | -6.3

Three of the entries above in order of the SENP1 FRET inh value, smallest number first:
SMILES | SENP1 FRET inh
COc1cc(-c2cnc3c(NC=O)cc(-c4ccc(C)cc4)cn23)cc(OC)c1OC | -6.8
CCc1nc2ccc(C(=O)NCc3ccc4c(c3)OCO4)cn2c1N(C)Cc1cccs1 | -6.3
CCCCc1c(-c2ccccc2OC)ncn1CCc1ccccc1Cl | 0.8

(list continues)
SMILES | SENP1 FRET inh
Cc1nc2ccccn2c(=O)c1NC(=O)c1ccco1 | 0.0
COC(=O)[C@@]1(Sc2ccc(C)cc2)CC(=O)N(C(=O)c2ccccc2)[C@@H]1c1ccccc1 | -0.5
COc1ccc(N2CCN(CC(=O)Nc3ccccc3C(=O)NC(C)c3ccccc3)CC2)cc1 (stereo not given) | 1.3
Clc1cccc(-c2nc3ccc(Cl)cn3c2Cc2ccsc2)c1 | -72.3
CCCC1OC(c2cc3c(cc2Cl)OCO3)OCC1CC (stereo not given) | 2.1
Cc1nc(-c2ccc(F)cc2)c(CC(=O)N(C)CC(=O)Nc2cccc(F)c2)s1 | 1.9
O=C(NCCN1CCC(n2c(=O)[nH]c3ccccc32)CC1)c1ccc(F)c(C(F)(F)F)c1 | 0.4
Cc1ccc(C(=O)Nc2nc(C(N)Cc3ccc(C(F)(F)F)cc3)cs2)cc1 (stereo not given) | -0.7
Cc1ccc(C(O)c2ncc(-c3ccc4ccccc4c3)[nH]2)cc1F (stereo not given) | -0.4
CCc1cc2ccccc2nc1SCC(=O)N1CCN(C(=O)c2ccco2)CC1 | -2.7
CC1=C(C(=O)N(C)C)CC(CC(=O)NCCc2ccccn2)C(=O)N1Cc1ccccc1 (stereo not given) | -1.9
Nc1ccc(C=C2C=Cc3ccccc32)cc1 | 4.4
Cc1cc2c(cc1C)-n1nnnc1C(N1CCCC1)C(=O)N2 (stereo not given) | 0.1
CSCCC(c1nc2ccccc2[nH]1)n1c(/C=C/c2ccc(F)c(F)c2)nc2ccccc21 (stereo not given) | -2.5
COc1cc(CN2C[C@@H](CO)O[C@@H](n3cnc4c(Nc5ccccc5)ncnc43)C2)cc(OC)c1OC | 2.3

Reformatted in markdown: entries from further up
| mol | SENP1 FRET inh |
| --- | --- |
| CCCC1OC(c2cc3c(cc2Cl)OCO3)OCC1CC (stereo not given) | 2.1 |
| Cc1nc(-c2ccc(F)cc2)c(CC(=O)N(C)CC(=O)Nc2cccc(F)c2)s1 | 1.9 |

Following part
SMILES | SENP1 FRET inh
CCOC(=O)CC1C(=O)NCCN1C(=S)NC(=O)c1ccc(C)c(Br)c1 (stereo not given) | 0.4
CNc1cccc(-c2ccc(C(=O)N3CCOCC3)cc2)n1 | 4.8
CC(C)C1C(=O)N(Cc2cn(Cc3ccco3)nn2)CCS(=O)(=O)N1Cc1ccc(-c2ccc(F)cc2)cc1 (stereo not given) | -4.4
CN(C)c1cccc(CNC(=O)c2csc([C@@H]3O[C@H](CO)[C@@H](O)[C@H]3O)n2)c1 | -4.2
C[C@@H]1CN([C@H](C)CO)C(=O)CCCn2nncc2CO[C@H]1CN(C)C(=O)c1cc(-c2ccccc2)on1 | -0.4
COc1cc(OC)c(C(=O)OCC(=O)N2CCN(S(=O)(=O)c3ccc(C)cc3C)CC2)cc1OC | 0.5
O=c1nc(NO)ccn1C1CCCO1 (stereo not given) | 2.8
CCN(C(=O)COC(=O)c1ccccc1Oc1ccccc1)c1c(N)n(Cc2ccccc2)c(=O)[nH]c1=O | 0.1
Cc1ccc(NC(=O)c2noc3c2CCC3)cc1C | -1.8
CCCc1c(-c2cccc(Br)c2)ncn1Cc1cccc(-c2ccccc2)c1 | -0.5
Cc1cccc(C)c1NC(=O)C(c1ccccc1)N1CCC(Cc2ccccc2)CC1 (stereo not given) | 1.6
COc1cc2nc(/C=C/c3ccc(N(C)C)cc3)sc2cc1SC | -27.5
O=C1c2cccc3cccc(c23)C(=O)N1CC1CCN(S(=O)(=O)c2ccccc2)CC1 | -0.9
O=C(NCc1cccnc1)c1cc(C2CCCCN2C(=O)c2ccc3c(c2)CCO3)on1 (stereo not given) | 1.2
COc1cc(NC(=O)Nc2nnc([C@H]3C[C@H](O)[C@@H](CO)O3)s2)cc(OC)c1 | 0.0
CN(Cc1ccccc1)C(=O)c1cccc(NC(=O)Cc2ccc(NC(=O)C3CCN(C(=O)C4CC4)CC3)cc2)c1 | 1.8
O=C(C1CCC(CNc2nc(=S)[nH]c3ccccc23)CC1)N1CCN(c2ccc(F)cc2)CC1 (stereo not given) | 1.4
COc1ccc(C(C)(NC(C)=O)c2nc(-c3ccc(F)cc3OC)cs2)cc1 (stereo not given) | -0.3
COc1ccc(C=NCCc2ccc(OC)c(OC)c2)cc1OC | 0.3
O=C1C(c2ccccc2)c2ccccc2N1Cc1ccccc1 (stereo not given) | 1.7
CCOC(=O)C1=C(C)OC(=Cc2ccccc2)C1=O | -4.7
COc1ccc(CCN2CC(C(=O)N(C)CC(=O)Nc3ccc(F)c(F)c3F)CC2=O)cc1OC (stereo not given) | -0.6
NC(=O)NN=C1CCn2cccc21 | -4.5
S=c1nc[nH]c2c1ncn2-c1ccc(Cl)cc1 | -9.5
Cc1ccc(NC(=O)c2ncn(CCCNCC3CCCCC3)n2)cc1C | -5.3
O=C(COC(=O)CC(c1ccccc1)c1ccccc1)NCc1ccc(Cl)cc1 | 3.5
COCCNC(=O)C1(C)CCCN(C(=O)c2cccc3ccccc23)C1 (stereo not given) | 1.3
Cc1cc(C)n2cc(CSc3nnc(-c4ccccc4)c(-c4ccccc4)n3)nc2n1 | -2.9
CNc1ccc(Cl)cc1S(=O)(=O)c1ccccc1[N+](=O)[O-] | -2.0
OC(c1ccc(F)c(F)c1)c1ncc(-c2cccc(C(F)(F)F)c2)[nH]1 (stereo not given) | -0.5

Given with the structure last: 6 of the compounds above.
SENP1 FRET inh,Structure
-5.0,CCOc1ccc(OCCC(=O)N(CC(C)C)c2c(N)n(Cc3ccccc3)c(=O)[nH]c2=O)cc1
-2.1,O=C1C(=Cc2cccc(F)c2)Cc2ccccc21
0.7,CSc1ncnc2c1ncn2CCCN1CCN(c2ccccn2)CC1
0.3,O=C(NN=Cc1ccc(Cl)cc1Cl)c1ccccc1
0.9,CCNC(=O)C1(C)CCN1C(=O)Cc1ccc(C(C)C)cc1 (stereo not given)
-32.3,CC(C)(C)c1ccc(C(=O)Nc2cccc3c(=O)[nH][nH]c(=O)c23)cc1

The results go on.
SMILES | SENP1 FRET inh
Cc1ccc(NC(NC(=O)Cc2ccccc2)C(Cl)(Cl)Cl)cc1 (stereo not given) | 2.1
CCOC(=O)C1(c2ccccc2)SC(C(=O)OCC)(c2ccccc2)S1 (stereo not given) | 3.2
O=C(c1cc2ccccc2oc1=O)N1CCCN(C(=O)c2cc3ccccc3oc2=O)CC1 | -1.8
CC(C)C[C@H]1CN(CCCC[C@@H]2CNC(=O)C(=O)N2CC2CCCCC2)C(=O)C(=O)N1CCc1ccc(O)cc1 | 0.3
CN(Cc1ccccc1)C(=O)c1ccc(NC(=O)Cc2ccc(NC(=O)C3CCCN(S(=O)(=O)c4cccc([N+](=O)[O-])c4)C3)cc2)cc1 (stereo not given) | 2.3
O=C(Nc1cccc(C(=O)N2CCCCC2)c1)c1ccccc1 | 1.9
